SKBR3 24h inh = SK-BR-3 proliferation inhibitors; 41,000 compounds, 0.47% hits; viability, % at 10 µM; SK-BR-3 viability, CellTiter-Glo ATP luminescence, 24 h; active compounds read low;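 active = viability at or below the median of all test compounds minus 3 SD, in both replicates if run twice, cut at about 45% in these data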;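 note: 100% = median untreated cell wells and 0% = median positive control drug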
Starred values were filed as active, the others as inactive. A portion of the library; count on the stated rates, not on these rows.

SMILES	SKBR3 24h inh
O=C(NCCCN1CCOCC1)c1ccco1	80.4
C=CCOc1ccc(C2C(C(=O)c3ccco3)=C(O)C(=O)N2CCCN(CC)CC)cc1 (stereo not given)	91.8
O=C(CCCc1nc(-c2ccc(Cl)cc2)no1)N1CCOCC1	88.9
O=C(c1cc2n(n1)C(C(F)(F)F)CC(c1ccc(F)cc1)N2)N1CCCC1 (stereo not given)	81.1
COC(=O)c1cc(OC)c(OC)c(OC)c1NC(=O)c1ccc(S(=O)(=O)N(C)C)cc1	100.6
CCn1c(SCC(=O)N2CCOCC2)nc2c(c1=O)SC(C)C2 (stereo not given)	91.0
Nc1ncnc2nc(SCCN3CCCCC3)[nH]c12	93.3
CCc1ccccc1N1CCN(S(=O)(=O)c2cc(OC)ccc2OC)CC1	111.8
COCCOC(=O)C1=C(C)N=C2SCCC(=O)N2C1c1ccc(OC(=O)c2ccco2)cc1 (stereo not given)	87.2
COc1cc(NC(=O)Nc2cccc(Cl)c2)c(OC)cc1NC(=O)CN1CCCCC1	113.4
CC1CCc2c(sc(NC(=O)c3ccc(Cn4cc(Br)cn4)o3)c2C(N)=O)C1 (stereo not given)	98.1
OC(Cn1nnc2ccccc21)Cn1c(C(F)(F)F)nc2ccccc21 (stereo not given)	77.8
O=c1cc(CNC2CCCCC2)c2ccccc2[nH]1	74.8
NS(=O)(=O)c1ccc(S(=O)(=O)NCCc2ccccc2)cc1	95.2
CCCOc1ccc2oc(=O)c3c(c2c1)CCCN3C(=O)CN1CCCC(C(=O)OCC)C1 (stereo not given)	87.0
COc1ccc(OC)c(N/C(=N\c2nc(C)cc(C)n2)NC(=O)c2ccco2)c1	89.2
C=CCN1C(=O)C(O)(CC(=O)c2ccc(-n3cccc3)cc2)c2ccccc21 (stereo not given)	91.2
CCOC(=O)N1CCN(C(=O)Nc2ccc3oc(C)nc3c2)CC1	105.1
CCS(=O)(=O)N1CCC(C(=O)OCC(=O)c2ccc(Br)cc2)CC1	87.8
CCOC(=O)CCc1nc2ccccc2[nH]c1=O	96.3
O=C(Oc1ccc(Cl)c2cccnc12)N1CCOCC1	63.2
CCOC(=O)Cc1csc(NC(=O)COc2ccc(N(C)S(=O)(=O)c3cccs3)cc2)n1	69.5
O=c1n(-c2cccc(Cl)c2)c(=O)n2n1CCC2	88.7
CC(SCc1ccccc1)C(=O)NC1CCCC1 (stereo not given)	89.9
O=C(c1ccco1)n1nc(-c2ccc(Cl)cc2)nc1NCc1ccco1	105.0
CCCOc1ccc(C(C)=O)cc1CSCCC#N	97.5
COc1cccc2cc(C(=O)NC(C)C3CCCO3)c(=O)oc12 (stereo not given)	79.3
CNc1oc(-c2cccc3ccccc23)nc1C#N	81.3
O=C(NCC1CCCO1)c1c(O)c2c([nH]c1=O)CCCC2 (stereo not given)	55.9
Oc1ccccc1C1=Nc2ncnn2C(c2ccccc2)C1 (stereo not given)	57.4
Cc1nnc(NC(=O)CCSc2ccccc2)s1	90.6
O=C(C1CCN(S(=O)(=O)N2CCOCC2)CC1)N1CCN(Cc2ccc3c(c2)OCO3)CC1	84.4
COc1ccc(-c2cc(C(F)(F)F)n3nc(C(=O)Nc4cc(C)on4)cc3n2)cc1OC	98.6
Nc1nonc1-n1nnc(C(=O)O)c1-c1cccs1	112.8
CCN(CC)C(=O)COc1ccc(Br)cc1Cl	81.3
Cc1cc(NC(=O)c2cc(C)on2)no1	94.2
COC(=O)C1C(=O)CC(C)(O)C(C(=O)OC)C1c1ccc2c(c1)OCO2 (stereo not given)	82.6
Cc1cc(C(F)(F)F)nc(SCC(=O)Nc2ccccc2)n1	95.8
Cc1ccc(N2C(N)=C(C#N)C(c3cccnc3)C3=C2CCCC3=O)cc1 (stereo not given)	85.5
CCCn1c(O)c(CN2CCCCC2)c(C)c(C#N)c1=O	89.7
Cc1onc(-c2ccccc2)c1C(=O)N1CCCN(C(=O)c2c(-c3ccccc3)noc2C)CC1	80.2
CCCCc1c(O)n2c(nc3ccccc32)[nH]c1=O	80.8
COC(=O)c1ccccc1S(=O)(=O)N(Cc1cc2ccc(OC)cc2[nH]c1=O)CC1CCCO1 (stereo not given)	87.0
CCN(CC)C(=O)c1cc2cc(Br)ccc2oc1=O	88.5
Cc1cc(C)c(OCC(=O)Nc2nnn(C)n2)c(Br)c1	105.3
COc1ccc(Cl)cc1Nc1nc(NCCO)nc(N2CCCC2)n1	104.1
[O-]/[N+](=C\c1ccccc1)[C@@H]1CCCC[C@@H]1/[N+]([O-])=C/c1ccccc1	85.8
CCOCC(=O)NCc1ccc2c(c1)OCO2	105.7
COCCCn1c(SCC(=O)NC(C)(C)C)nnc1-c1ccccc1	81.0
CCCCCOC(=O)c1cc(=O)[nH]c2ccccc12	89.8
CCCCN(CCCC)c1nc2ccccc2nc1C(C#N)C(=O)NCCCOC (stereo not given)	102.6
Nc1c(S(=O)(=O)c2cccs2)c2nc3ccccc3nc2n1/N=C/c1cccc(O)c1	114.4
CC(=O)c1cnc(N2CCCCC2)nc1C	80.5
Cc1ccnc(NC(=O)CCC(=O)N(CC(=O)NC2CCCCC2)c2cccc(C)c2C)c1	77.0
Cc1ccc2c(c1)[nH]c1c(=O)n(CCN3CCCCC3)cnc12	79.2
COc1ccc(C(=O)NCCn2cc(SCC(=O)Nc3nnc(C)s3)c3ccccc32)cc1	83.6
Cc1nc2c(c(=O)n1CC1CCCO1)c1nc3ccccc3nc1n2Cc1ccc2c(c1)OCO2 (stereo not given)	77.9
CC1C/C=C/C=C/C=C/C=C/C(O[C@@H]2O[C@H](C)[C@@H](O)[C@H](N)[C@@H]2O)CC2OC(O)(CC(O)CC3OC3/C=C/C(=O)O1)CC(O)C2C(=O)O (stereo not given in full)	79.4
CC1(C)Cc2c(sc3c2c(=N)n(Cc2ccco2)c(=O)n3CC(=O)Nc2ccc(Cl)cc2)CO1	79.6
CN(c1ccccc1C(=O)O)S(C)(=O)=O	111.8

(next part)
SMILES	SKBR3 24h inh
N#Cc1nc(COc2ccccc2)oc1N1CCN(Cc2ccccc2)CC1	92.8
COc1cc(NC(=O)C2CCCCC2)c(OC)cc1NC(=O)CN1CCCCC1	50.8
Cc1ccc(OCc2nnc(SCC(=O)Nc3ccc4c(c3)OCCO4)n2Cc2ccco2)cc1	102.1
COCCNC(=O)C(C#N)c1nc2ccccc2nc1N1CCN(Cc2ccc3c(c2)OCO3)CC1 (stereo not given)	79.8
CCCc1cc(=O)n2[nH]c(C)c(-c3ccccc3)c2n1	93.3
COCCNC(=O)C(c1ccc(C)o1)N(Cc1cccs1)C(=O)c1snc(C(N)=O)c1N (stereo not given)	82.2
CCSCCOC(=O)C1=C(C)NC(=O)NC1c1cc(OC)ccc1OC (stereo not given)	75.8
Cc1ccc(C(=O)C2=C(O)C(=O)N(CCCN(C)C)C23C(=O)N(C)c2ccccc23)o1 (stereo not given)	88.7
O=S(=O)(CCSc1ccccn1)c1nc2ccccc2s1	125.1
O=c1cc(N2CCC(Cc3ccccc3)CC2)[nH]c(=O)n1C1CCCCC1	74.6
CC(=O)N1CCN(CCN=CC2=C(O)CC(c3cccs3)CC2=O)CC1 (stereo not given)	88.4
CCCC(c1c(C)n(C)n(-c2ccccc2)c1=O)c1c(C)n(C)n(-c2ccccc2)c1=O	81.8

Exported as labelled records: entries from further up
COCCNC(=O)C(C#N)c1nc2ccccc2nc1N1CCN(Cc2ccc3c(c2)OCO3)CC1 (stereo not given)
- SKBR3 24h inh = 79.8
COCCNC(=O)C(c1ccc(C)o1)N(Cc1cccs1)C(=O)c1snc(C(N)=O)c1N (stereo not given)
- SKBR3 24h inh = 82.2
Cc1ccc(OCc2nnc(SCC(=O)Nc3ccc4c(c3)OCCO4)n2Cc2ccco2)cc1
- SKBR3 24h inh = 102.1
O=c1cc(N2CCC(Cc3ccccc3)CC2)[nH]c(=O)n1C1CCCCC1
- SKBR3 24h inh = 74.6

(continued)
SMILES	SKBR3 24h inh
CC(C)OC(=O)C1C2C=CC3(CN(Cc4cccs4)C(=O)C13)O2 (stereo not given)	110.7
Cc1nn(-c2ccccc2)c(Cl)c1C(=O)Nc1c(C)n(C)n(-c2ccccc2)c1=O	90.7
Cc1ccc(N2C(=O)c3sc4nnc(C)c(=O)n4c3C2=O)cc1	88.7
CC1(C)CC(=O)C2=C(C1)OC(N)=C(C#N)[C@@]21C(=O)N(CC(N)=O)c2ccccc21	108.7
Cc1nnc(SCCn2c(N3CCCCC3)nc3c2c(=O)n(C)c(=O)n3C)s1	73.2
Cc1ccc(-n2c(=O)[nH]cc(C(=O)Nc3ccc4c(c3)OCCO4)c2=O)cc1	100.7
CCc1cccc(CC)c1N(COC)C(=O)Cn1ccccc1=N	81.1
CCOC(=O)C1CCCN(c2nc3ccccc3nc2C(C#N)C(=O)OC(C)COC)C1 (stereo not given)	88.2
CCOc1ccc(/C=C\C(C)=N\O)cc1	86.3
COc1ccc(S(=O)(=O)Nc2c(C)ccc3nsnc23)cc1OC	77.5
Cc1cc(C)n2nc(C(=O)Nc3ccc4c(c3)OCO4)nc2n1	92.5
Cc1ccc2occ(C(c3nnnn3C3CCCC3)N3CCN(C(=O)c4ccco4)CC3)c(=O)c2c1 (stereo not given)	82.9
COc1cc(OC)c(C2C(C(=O)Nc3ccc(C)cc3C)=C(C)Nc3ncnn32)cc1OC (stereo not given)	109.1
Cc1ccc(CNC(=O)Cn2c(=O)oc3ccccc32)o1	38.0*
CCn1c(=O)n(CC(=O)NCc2ccco2)c(=O)c2ccccc21	93.4
COc1ccc(C2CC(=O)c3cnc(NC(=O)c4ccccc4)nc3C2)c(OC)c1 (stereo not given)	94.1
CC(Oc1ccc(Cl)cc1Cl)C(=O)NCc1ccncc1 (stereo not given)	79.3
Cc1[nH]nc2c1C(c1ccccc1)C1=C(CC(C)(C)CC1=O)N2 (stereo not given)	88.7
O=C1CCc2cc(S(=O)(=O)NC(Cc3ccccc3)C(=O)NC3CCCCC3)ccc2N1 (stereo not given)	85.5
O=S(=O)(NCc1ccco1)c1ccc2c(c1)Cc1ccccc1-2	80.0
Nc1nc(-c2cccnc2)nn1S(=O)(=O)c1ccccc1	87.2
O=C(Nc1ccc(N2CCCCC2)cc1)c1cccnc1	84.1
CCC(C)(C)NC(=O)C(c1cccn1C)N(C(=O)Cn1nnc2ccccc21)c1ccccc1OC (stereo not given)	73.5
CC(=O)Nc1ccc(OCC(O)Cn2nc(C)nc2C)cc1 (stereo not given)	99.1
Cc1ccc2[nH]c3c(c2c1)CN(C(=O)CN1CCN(Cc2ccc4c(c2)OCO4)CC1)CC3	94.9
O=C(NC1=NCCS1)c1ccc(Cl)s1	86.7
COc1ccc(-c2noc(CSc3nnc(-c4ccncc4)n3-c3ccc(F)cc3)n2)cc1OC	82.7
Cc1ccc(S(=O)(=O)CCC(=O)c2ccc(O)cc2O)cc1	96.1
CCOc1c(CNCCNC(=O)c2nonc2N)cccc1OC	121.3
COC(=O)c1cc(OC)c(OC)cc1NC(=O)c1ccco1	95.4
Cc1c(C(=O)N2CCCCC2)oc2ccc(S(=O)(=O)N3CC(C)CC(C)C3)cc12 (stereo not given)	83.5
COC(=O)c1[nH]c2ccc(F)cc2c1NC(=O)CCN1CCN(Cc2ccc3c(c2)OCO3)CC1	64.6
CC1(C)CCN(Cc2ccccc2)C1CC#N (stereo not given)	82.5
Cc1cc(C)cc(-c2nnc(SCC(=O)N3CCN(C(=O)c4ccco4)CC3)o2)c1	74.6
C=CCOc1ccc(C2NC(=O)NC(C)=C2C(=O)OC)cc1 (stereo not given)	78.6
Cc1cc(C)n(C2CCCCC2OC(=O)c2ccccc2)n1 (stereo not given)	73.0
COC(=O)c1ccccc1NC(=O)C1CCCN(S(=O)(=O)c2ccc(F)cc2)C1 (stereo not given)	99.6
CC(C)C(c1nnnn1C(C)(C)C)N1CCN(c2cccc(Cl)c2)CC1 (stereo not given)	108.1
COc1ccccc1N1CCN(C2=NS(=O)(=O)c3ccccc32)CC1	107.7
C/C(Cl)=C\Cn1c(Nc2cccc(C)c2)nc2c1c(=O)n(C)c(=O)n2C	89.7
O=C(NCCSCc1ccco1)Nc1ccc(Cl)cc1	89.6
CCOC(=O)c1[nH]c(C)c(/C(O)=C2\C(=O)C(=O)N(CCCN3CCOCC3)C2c2cccnc2)c1C (stereo not given)	86.7
CN1C(=O)C2(N=c3ccccc3=N2)c2ccccc21	74.6
O=C(CSc1nnnn1-c1ccc2c(c1)OCCO2)Nc1nc2c(s1)CCCC2	77.6
Nc1nc(-c2ccco2)nn1C(=O)CCc1ccccc1	92.8
CCC(C)n1[nH]c(=O)c2c(C)cc(C)nc21 (stereo not given)	98.8
CN(C)S(=O)(=O)c1ccc(C(=O)Nc2ccc(CN3CCCC3)cc2)cc1	91.4
COC(=O)c1sc(NC(=O)c2ccc(Cn3cc(Cl)cn3)o2)c(C#N)c1C	103.8

Two entries picked at random from the list so far:
SMILES	SKBR3 24h inh
Nc1nonc1-n1nnc(C(=O)O)c1-c1cccs1	112.8
CC(C)C(c1nnnn1C(C)(C)C)N1CCN(c2cccc(Cl)c2)CC1 (stereo not given)	108.1

(more compounds)
SMILES	SKBR3 24h inh
CC1CN(S(=O)(=O)c2ccc(NC(=O)CCN3C(=O)c4ccccc4C3=O)cc2)CC(C)O1 (stereo not given)	79.6
O=C1CC2(CCCCC2)Oc2ccc(OCC(=O)N3CCOCC3)cc21	91.8
CC(=C1C(=O)c2ccccc2C1=O)N1CCC(C(N)=O)(N2CCCCC2)CC1	89.9
Nc1nc(N)nc(-c2ccccc2)n1	122.4
Cc1ccc(OCCNC(=O)c2ccco2)cc1C	89.9

2 entries from above, with each value named:
Nc1nc(-c2ccco2)nn1C(=O)CCc1ccccc1
  SKBR3 24h inh = 92.8

C=CCN1C(=O)C(O)(CC(=O)c2ccc(-n3cccc3)cc2)c2ccccc21 (stereo not given)
  SKBR3 24h inh = 91.2
